# RMI-FANCM inh = inhibitors of human RMI core complex binding to FANCM MM2; Fluorescence polarization, RMI core complex with F-MM2 peptide; stronger effect = lower value; FP signal (polarization) at 33 µM; actives 0.58% (n = 70,000); in the data active = FP signal below about 40; note: inactives centre near 61; strong numbers were not always called active; unit not given here
# Active calls of the source: *; & = joins results of further samples.
RMI-FANCM inh	Structure
80	Cc1ccc(-c2nc(CSc3n[nH]c(=O)c4cc(-c5ccc(F)cc5)nn34)c(C)o2)cc1
69	O=C(Cc1cccs1)NCCCn1nc(-c2ccc(F)cc2)ccc1=O
56	CC(=O)C(Sc1nnc(NC(=O)Nc2ccccc2)s1)C(C)=O
54	COC(=O)C1=C(C)NC2=C(C(=O)CCC2)C1c1ccc(OCCCN2C(=O)c3ccccc3C2=O)cc1 (stereo not drawn)
67	CC(=O)c1cccc(NC(=O)CCc2csc(NC(=O)c3ccc[nH]c3=O)n2)c1
78	Cc1occc1-c1nnc2sc(-c3ccc(-c4cccc(Cl)c4)o3)nn12
67	CCC(=O)Nc1ccc(SCc2ccc(F)cc2)nn1
97	Cc1ccc(NC(=O)CSc2nccn3nc(-c4ccc(F)cc4)cc23)cc1F
61	O=C(Nc1nccs1)c1ccc(=O)n(Cc2ccc(F)cc2)n1
50	CSc1cccc(-c2nnc(NC(=O)c3cc(Cl)ccc3[N+](=O)[O-])o2)c1
66	Cc1ccc2oc(=O)c(S(=O)(=O)N3CCc4ccccc4C3)cc2c1
111	Cc1nc(SCC(=O)Nc2c(F)cccc2F)c2c3c(sc2n1)CCC3
113	COc1ccc(-c2noc(CS(=O)(=O)c3cc(C)c(C)cc3C)n2)cc1OC
76	OC(COC12CC3CC(CC(C3)C1)C2)Cn1cnc2ccccc21 (stereo not drawn)
59	CCOc1cccc2sc(=NC(=O)c3ccc4c(c3)CCCC4)n(CC(=O)OC)c12
65	O=C(Nc1cccc(-c2csc(NC(=O)c3ccc(Br)cc3F)n2)c1)c1ccc(Br)cc1F
54	CC(C)(C)c1csc(=Nc2ccc(F)cc2F)o1
65	Cc1nc2ccc(S(=O)(=O)Nc3cccc(-c4nc5cccnc5s4)c3C)cc2s1
64	CC(=O)N1CCc2ccccc2C1CC(=O)O (stereo not drawn)
66	COc1ccccc1-c1ccc(N2CCC(C(=O)Nc3ccc(S(N)(=O)=O)cc3)CC2)nn1
75	Nc1nc(SCC(=O)Nc2ccccc2Br)ncc1S(=O)(=O)c1cccs1
61	Nc1nc(-c2ccc(Oc3ccccc3)cc2)cs1
63	CC(=O)c1ccc(S(=O)(=O)NCCNC(=O)c2ccc(NC(=O)C3CC3)cc2)cc1
63	O=C(Cc1cccs1)NCCn1ncc2c(N3CCN(c4ccc(F)cc4)CC3)ncnc21
68	Cc1ccccc1-n1ncc2c(C(C)C)nn(Cc3ccccc3F)c(=O)c21
61	O=C(c1cccs1)N1N=C(c2ccc3c(c2)OCO3)CC1c1ccco1 (stereo not drawn)
63	COc1ccc2nc(-n3nc(C)cc3NC(=O)c3cc(C)nn3C)sc2c1
56	COc1cc(CNC(=O)CCCC/C=C\C(C)C)ccc1O
57	CN(C)S(=O)(=O)Oc1ccc(-c2noc(-c3ccc(OC(F)(F)F)cc3)n2)cc1
63	Cc1csc(NC(=O)CN2C(=O)c3ccccc3C2=O)c1C(N)=O
72	O=C(CSc1nc2scc(-c3cccs3)c2c(=O)n1-c1ccccc1)N1CCCC1
51	CC(c1ccccc1)n1c(SCC(=O)N2CCOCC2)n[nH]c1=O (stereo not drawn)
54	Cn1nc(-c2ccccc2)cc1NC(=O)c1cccs1
53	COc1ccc(S(=O)(=O)N2CCCC2CNC(=O)c2ccc([N+](=O)[O-])cc2)cc1 (stereo not drawn)
100	NNC(=O)COc1ccc(-c2cc(-c3ccccc3)c3cc(Br)ccc3n2)cc1
71	CCn1ccc(C(=O)Nc2nc3ccc(F)cc3s2)n1
62	O=C(NCc1cccs1)c1n[nH]nc1Nc1cccc(F)c1
59	COc1cccc(/C=N\NC(=O)Cn2ccnc2C)c1
61	CN(C)CCNC(=O)c1ccc(=O)n(C)n1
51	O=C(Cn1nc(-c2ccc3c(c2)OCO3)ccc1=O)NC1CCCC1
60	CC(=O)c1cnn(-c2ccc(C(F)(F)F)cc2)c1C
42	O=C(Nc1ccc(-n2ccc(C(F)(F)F)n2)cc1)Nc1ccc2c(c1)CCO2
54	Cc1cc(NC(=O)Nc2ccc(Cl)cc2)n(C)n1
75	CC(C)C(=O)Nc1ccc(C(=O)NCCNC(=O)c2ccc(C(F)(F)F)cc2)cc1
40*	O=C(CN1CCN(Cc2nc(-c3ccco3)cs2)CC1)N1CCCC1
62	O=C(c1cccs1)N(CCn1cccn1)c1nc2c(F)cccc2s1
60	COc1ccc(S(=O)(=O)N(C(=O)C2CCCCC2)c2ccc3oc(=O)sc3c2)cc1OC
54	CCOC(=O)N/N=C\c1cccs1
56	COC(=O)c1cc(-c2cccs2)[nH]n1
51	COc1ccc(N2CCN(C(c3cccs3)c3sc4nc(-c5ccco5)nn4c3O)CC2)cc1 (stereo not drawn)
57	Cc1cc(C)nc(NS(=O)(=O)c2ccc(NC(=O)c3cccc(N4C(=O)CCC4=O)c3)cc2)n1
71	NC(=O)Cn1c(-c2nnco2)cc2ccccc21
109	COc1ccc(NC(=O)Cn2nc(C3CC3)c3cnn(-c4ccc(F)cc4)c3c2=O)cc1
68	C=Cc1ccc(COC(=O)c2nnn(-c3ccc(OC)c(Cl)c3)c2C)cc1
51	O=C(Nc1ccccc1C(=O)NCCc1ccncc1)c1ccc([N+](=O)[O-])o1
62	Cc1ccc(S(=O)(=O)OC2CC3CC2C([N+](=O)[O-])C3)cc1 (stereo not drawn)
63	CCn1c(SCC(=O)N(C)c2ccccc2)nnc1-c1cn(C)nc1OC
61	Cc1cc(C)n(C(=O)c2scc(-c3cccc(F)c3)c2S(=O)(=O)N(C)c2ccccc2)n1
63	COc1ccc(-c2cc(=O)[nH]c(SCc3nc(-c4ccccc4C)no3)n2)cc1
60	COc1cccc(C(=O)N(CCn2cccn2)c2nc3c(Cl)cccc3s2)c1OC

# Next section.
RMI-FANCM inh	Structure
61	COc1ccccc1-n1c(CNC(=O)c2ccccc2F)nnc1SCC(=O)c1ccccc1
58	O=C(Cn1c2c(c(=O)n(C3CCCCC3)c1=O)CCC2)Nc1ccc2c(c1)OCCO2
47	O=C(NC(=O)N1CCN(c2ccc(C(F)(F)F)cc2[N+](=O)[O-])CC1)c1ccccc1Cl
75	C=CCn1c(SCC(=O)NCCc2ccccc2)nc2scc(-c3ccco3)c2c1=O
56	CCOc1ccccc1C1C(C#N)=C(N)Oc2c1oc(CO)cc2=O (stereo not drawn)
69	COc1cc(NC(=O)COc2ccc(C(C)C)c(C)c2)c(OC)cc1Cl
66	CCCCSc1nnc(C)c2cnn(-c3ccccc3OC)c12
70	CCCCOc1ccc(C(=O)NCCOc2ccc3c(c2)OCO3)cc1
60	O=C(CSc1ncccn1)N1N=C(c2cccs2)CC1c1ccc(F)cc1 (stereo not drawn)
65	COc1ccc(N2CCN(c3ncnc4c3cnn4CCNC(=O)c3cccc(Cl)c3)CC2)cc1
70	CCOC(=O)N1CCN(C(=O)CSc2nc(-c3ccccc3OC)nc3c2c(=O)n(C)c(=O)n3C)CC1
52	N#Cc1ccc(Oc2ncc(C(F)(F)F)cc2Cl)cc1
63	O=C(CCCSc1ccc(NC(=O)c2ccco2)nn1)Nc1nccs1
68	O=C(NCCNC(=O)c1ccccc1C(F)(F)F)c1ccc(NC(=O)C2CC2)cc1
69	O=C(Nc1ccc(SCc2cccnc2)nn1)c1ccccc1
101	O=C(/C=C\c1ccc2c(c1)OCO2)NCCn1ncc2c(=O)n(Cc3cccc(C(F)(F)F)c3)cnc21
63	COc1ccc(S(=O)(=O)c2c(C)cc(C)n(CC(=O)Nc3ccccc3Cl)c2=O)cc1
136	CCOc1ccc(-n2nnc3c(=O)n(Cc4nc(-c5ccc(SC)cc5)no4)cnc32)cc1
66	Cc1cc(C)cc(S(=O)(=O)NCCNC(=O)c2ccc(NC(=O)C3CCCC3)cc2)c1
67	CS(=O)(=O)N1CCCC(C(=O)N2CCN(c3nc4ccc(F)cc4s3)CC2)C1 (stereo not drawn)
56	CCC(C)Sc1nc2c([nH]c3ccccc32)c(=O)n1C (stereo not drawn)
63	COc1cc(-c2ccc(NC(=O)CCSc3ccccc3)c(OC)c2)ccc1NC(=O)CCSc1ccccc1
60	Cc1cc(C)n(S(=O)(=O)/C=C/c2ccccc2)n1
62	CN=C(C)C(C(=O)OC)=C(O)c1cc(C)on1
56	O=C(Nc1ccc2c(c1)OCCO2)c1csc(-c2cccs2)n1
67	Cc1onc(-c2ccccc2Cl)c1C(=O)NCCn1ncc2c(=O)n(Cc3cccc([N+](=O)[O-])c3)cnc21
64	Cc1ccc(S(=O)(=O)N=C2SCCN2CC(=O)c2ccccc2)cc1
63	COc1ccc(CC(=O)Nc2cc(C)nn2-c2nc3c(cnn3-c3cccc(C)c3C)c(=O)[nH]2)cc1
56	O=c1[nH]c(=S)ccn1-c1nc(-c2ccccc2)sc1-c1ccccc1
59	O=C(NC(C(=O)c1ccccc1)n1cccnc1=O)c1ccccc1 (stereo not drawn)
64	COc1ccc(C2CC(c3cccs3)=Nc3ccccc3S2)c(Cl)c1OC (stereo not drawn)
71	O=C(Cc1cccc2ccccc12)Nc1ccc2c(c1)CN(C(=O)c1cccs1)CC2
62	Cn1c(=O)c2[nH]c(SCc3cccc(Cl)c3)nc2n(C)c1=O
62	CCOc1ccc2c(c1)SCC(=S)N2
55	O=C(COc1ccc(Cl)cc1Cl)Nc1onc2c1CCCC2
66	CCOC(=O)c1sc(-c2ccccc2)cc1NC(=S)NC(=O)c1ccccc1
69	O=S(=O)(CCCOc1ccc(F)cc1)N1CCC(Cc2ccccc2)CC1
68	COc1cccc2c1Oc1nc(-c3cccc(O)c3)[nH]c(=O)c1C2
57	CCOC(=O)C1=C(N)Oc2cc(C)n(CCN(C)C)c(=O)c2C1c1ccccc1 (stereo not drawn)
60	COc1ccc(S(=O)(=O)N2N=C(c3cccc(NS(C)(=O)=O)c3)CC2c2ccccc2C)cc1 (stereo not drawn)
62	CCOc1ccc(OCCNC(=O)c2cccc([N+](=O)[O-])c2C)cc1
64	COc1ccc(S(=O)(=O)Nc2ccc3c(c2)CN(C(=O)C2CC2)CC3)cc1OC
62	CCOc1ccc(NS(=O)(=O)N2CCCCC2)cc1
54	Cc1c(Cl)ccc2sc(N3CCN(C(=O)c4coc5ccccc5c4=O)CC3)nc12
56	Cc1nc2cc(NS(=O)(=O)c3cccc(F)c3)ccc2s1
60	COc1cc(C(=O)NCCOc2ccc(F)cc2)c([N+](=O)[O-])cc1OC
56&62	C#C[C@]1(O)CC[C@H]2[C@@H]3CCc4cc(OC)ccc4[C@H]3CC[C@@]21C
86	CCOc1cccc2sc(Nc3nc4ccc5sc(C)nc5c4s3)nc12
63	COc1cn(C)c(C(=O)Nc2ccccc2C(C)C)cc1=O
103	c1ccc(-c2cc(-c3ccco3)nc3ccccc23)cc1
58	C#CCn1c(=NC(=O)c2cccc([N+](=O)[O-])c2)sc2cccc(C)c21
56	CCOC(=O)C(Cc1ccccc1)NC(=O)Nc1ccccc1 (stereo not drawn)
50	O=C(NCC(c1ccsc1)N1CCOCC1)c1ccc(Cl)cc1Cl (stereo not drawn)
62	Cc1ccc(Nc2ncnc3nc[nH]c23)cc1
65	CN(C)S(=O)(=O)Oc1ccc(C(=O)c2ccccc2)cc1
68	Nc1ccc2c(c1)C(=O)Nc1cc(Cl)ccc1O2
65	N#CC1=C(c2ccc(Cl)cc2)COC1=O
56	Cc1csc2c(N3CCN(S(=O)(=O)c4ccc(Cl)cc4)CC3)ncnc12
70	COc1cc(S(=O)(=O)NCCCN(C)C)c(OC)cc1Br
63	COCCNC(=O)c1cccc(Nc2nc(-c3ccccc3)c3cc(Cl)ccc3n2)c1

# (continued)
RMI-FANCM inh	Structure
61	N#Cc1ccccc1NC(=O)CC1Sc2ccccc2NC1=O (stereo not drawn)
60	CN1C(=O)c2cccc3cccc(c23)S12OC(=O)c1cccc3cccc2c13 (stereo not drawn)
60	O=C(CC1SC(=Nc2ccccc2)N(c2ccccc2)C1=O)Nc1ccc(N2CCOCC2)cc1 (stereo not drawn)
76	COc1cc2ccccc2cc1C(=O)N(CCN(C)C)c1nc2c(F)cc(F)cc2s1
64	O=C(NCCCn1nc(-c2ccncc2)ccc1=O)c1ccccc1
57	O=C(NCO)c1cccnc1
59	CO[C@H]1C[C@H](O[C@H]2[C@H](C)[C@@H](OC3O[C@H](C)C[C@H](N(C)C)[C@H]3O)[C@@H](C)C[C@]3(CO3)C(=O)[C@H](C)[C@@H](O)[C@@H](C)[C@@H](C)OC(=O)[C@@H]2C)O[C@@H](C)[C@@H]1O (stereo partly drawn)
61	COc1ccc(Cl)cc1NC(=O)C1(c2cccs2)CCCC1

# 15 entries already listed, arranged by SMILES length, rising.
RMI-FANCM inh	Structure
57	O=C(NCO)c1cccnc1
65	N#CC1=C(c2ccc(Cl)cc2)COC1=O
62	Cc1ccc(Nc2ncnc3nc[nH]c23)cc1
68	Nc1ccc2c(c1)C(=O)Nc1cc(Cl)ccc1O2
61	N#Cc1ccccc1NC(=O)CC1Sc2ccccc2NC1=O (stereo not drawn)
56	CCOC(=O)C(Cc1ccccc1)NC(=O)Nc1ccccc1 (stereo not drawn)
70	COc1cc(S(=O)(=O)NCCCN(C)C)c(OC)cc1Br
64	O=C(NCCCn1nc(-c2ccncc2)ccc1=O)c1ccccc1
50	O=C(NCC(c1ccsc1)N1CCOCC1)c1ccc(Cl)cc1Cl (stereo not drawn)
56	Cc1csc2c(N3CCN(S(=O)(=O)c4ccc(Cl)cc4)CC3)ncnc12
60	CN1C(=O)c2cccc3cccc(c23)S12OC(=O)c1cccc3cccc2c13 (stereo not drawn)
63	COCCNC(=O)c1cccc(Nc2nc(-c3ccccc3)c3cc(Cl)ccc3n2)c1
58	C#CCn1c(=NC(=O)c2cccc([N+](=O)[O-])c2)sc2cccc(C)c21
60	O=C(CC1SC(=Nc2ccccc2)N(c2ccccc2)C1=O)Nc1ccc(N2CCOCC2)cc1 (stereo not drawn)
59	CO[C@H]1C[C@H](O[C@H]2[C@H](C)[C@@H](OC3O[C@H](C)C[C@H](N(C)C)[C@H]3O)[C@@H](C)C[C@]3(CO3)C(=O)[C@H](C)[C@@H](O)[C@@H](C)[C@@H](C)OC(=O)[C@@H]2C)O[C@@H](C)[C@@H]1O (stereo partly drawn)

# A portion of the library, so the mix of outcomes need not match the whole.
